TbPYK inhibitor – blocks Trypanosoma brucei pyruvate kinase. Q57TT1. TbPYK enzyme, Kinase-Glo Plus ATP luminescence, 45 min. Potency, µM (top dose mostly 76.8 µM), inactives show top-dose activity, negative = inhibition, most hits filed as inhibitors. actives 0.12% (n = 410,000). AID 624173; note: potency is the fitted concentration of half-maximal effect; % is set by controls: 0 for no effect and ±100 for the full control effect; nearly all actives have a fitted effect of over 50% in size
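Screened from lowest to highest concentration, compounds were pinned into TbPYK/substrate mixtures, and ADP (130 uM final) was added. Plates sat at room temperature for 45 min prior to Kinase-Glo Plus detection by luminescence.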
Shiga inhibitor – inhibitors of Shiga toxin in Vero cells; Vero cells, Shiga toxin protein synthesis inhibition reporter; inhibition, % at 38.7 µM; actives 9.2% (n = 290,000); AID 2315; in the data active = inhibition mostly above about 28%, no sharp cut-off; inactive = mostly below about 43%; note: 0% is about no effect
AmpC inh no detg – AmpC beta-lactamase inhibition without detergent; P00811; AmpC nitrocefin hydrolysis, absorbance 480 nm, 0.0001% Triton; Potency, µM (doses to about 57.1 µM), without a hit: at the highest dose activity change, negative = inhibition, most hits filed as inhibitors; actives 0.52% (n = 330,000); AID 485341;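 note: potency is the fitted concentration of half-maximal effect; plate controls were no compound for no effect and no enzyme for full effect; nearly all actives have a fitted effect of over 20% in size; some results filed as inactive show a strong effect at the top dose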
Target sequence (P00811 whole entry, looked up): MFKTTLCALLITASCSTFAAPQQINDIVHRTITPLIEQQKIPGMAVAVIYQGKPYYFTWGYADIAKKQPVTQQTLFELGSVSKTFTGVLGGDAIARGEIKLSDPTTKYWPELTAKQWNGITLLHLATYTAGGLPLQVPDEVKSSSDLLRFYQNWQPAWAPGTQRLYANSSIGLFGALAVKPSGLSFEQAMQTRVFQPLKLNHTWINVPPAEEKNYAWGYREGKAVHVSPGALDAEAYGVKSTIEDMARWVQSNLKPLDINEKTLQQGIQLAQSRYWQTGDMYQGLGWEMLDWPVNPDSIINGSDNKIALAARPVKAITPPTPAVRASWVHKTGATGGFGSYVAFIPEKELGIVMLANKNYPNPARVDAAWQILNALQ
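AmpC (5.3 nM in the dispensed reagent) in 20 mM phosphate pH 7.0 with 0.01% (detergent screen) or 0.0001% Triton X-100 was preincubated with compounds for 15 min at room temperature. Nitrocefin was then added from an 800 uM solution, and hydrolysis was followed at 480 nm.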
Pf growth 48h – inhibits P. falciparum growth in the first generation, 48 h; actives 5.9% (n = 310,000); P. falciparum luciferase growth in erythrocytes, 48 h; Potency, µM (doses to about 28.7 µM), for the others: at the top dose activity change, negative = inhibition, most hits filed as inhibitors; AID 504832; note: potency is the fitted concentration of half-maximal effect; % is set by controls: 0 for no effect and ±100 for the full control effect
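Luciferase-expressing P. falciparum in infected erythrocytes (2% hematocrit, 0.1% parasitemia final) in RPMI 1640/0.5% Albumax were exposed to compound for 48 hours at 37 C, 5% CO2; growth read as luminescence.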
LmPK inh – inhibitors of Leishmania mexicana pyruvate kinase; purified LmPK, Kinase-Glo ATP luminescence, 1 h; Potency, µM (top dose mostly 57.5 µM), for inactives: at the highest dose activity change, negative = inhibition, usual class: inhibitors; Q27686; actives 0.37% (n = 290,000); AID 1721; note: potency is the fitted concentration of half-maximal effect; % is set by controls: 0 for no effect and ±100 for the full control effect
Target sequence (Q27686 whole entry, looked up): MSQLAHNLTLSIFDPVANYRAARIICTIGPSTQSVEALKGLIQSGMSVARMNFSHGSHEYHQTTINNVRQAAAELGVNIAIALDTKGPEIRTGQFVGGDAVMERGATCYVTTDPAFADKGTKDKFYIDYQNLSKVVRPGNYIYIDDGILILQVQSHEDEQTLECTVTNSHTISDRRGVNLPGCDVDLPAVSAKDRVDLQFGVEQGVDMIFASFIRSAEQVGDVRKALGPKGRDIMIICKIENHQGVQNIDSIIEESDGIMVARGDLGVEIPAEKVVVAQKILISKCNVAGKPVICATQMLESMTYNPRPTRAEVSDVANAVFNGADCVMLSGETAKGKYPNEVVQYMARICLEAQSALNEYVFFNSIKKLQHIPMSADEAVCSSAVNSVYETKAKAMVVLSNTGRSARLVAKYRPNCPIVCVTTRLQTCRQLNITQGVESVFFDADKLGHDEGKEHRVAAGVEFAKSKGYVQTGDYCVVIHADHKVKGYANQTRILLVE
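In 50 mM imidazole pH 7.2 with 7 mM MgCl2, LmPK (0.1 nM) turned over PEP (0.5 mM) and ADP (0.1 mM) for 1 h at room temperature. Luciferase read-out of ATP.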
Pf growth 96h – inhibits malaria parasite growth, 96 h. actives 6.9% (n = 320,000). AID 504834. Potency, µM (highest dose often 28.7 µM), without a hit: at the top dose activity change, negative = inhibition, hits mostly inhibitors. P. falciparum luciferase reporter growth, 96 h; note: potency is the fitted concentration of half-maximal effect; % is set by controls: 0 for no effect and ±100 for the full control effect
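P. falciparum expressing integrated firefly luciferase, in erythrocytes at 2% hematocrit, 0.05% parasitemia, incubated with compounds 96 h at 37 C, 5% CO2. Growth inhibition read as loss of luminescence; two-generation exposure targets delayed-death apicoplast inhibitors.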
CHX counter – counter-screen hit for Shiga toxin inhibitors, cycloheximide | AID 2314 | cell reporter, cycloheximide protein synthesis inhibition counterscreen | actives 12% (n = 300,000) | max response, %; in the data active = max response mostly above about 13%, no sharp cut-off; inactive = mostly below about 14%; note: read at 38.3 µM for the half of the compounds with a filed dose; 0% is about no effect
Active calls of the source: *; ? = inconclusive; . = no result given; & = joins results of further samples; [ ] = remark or other dose. Unless noted, calls come from the whole dose curve; as a rule, active = well fitted curve in the direction sought with a large enough effect; inconclusive = small, poorly fitted or top-dose-only effect, or another doubt; inactive = no such curve, though single readings can be large; an effect the other way counts as inactive or inconclusive. No enrichment for hits; overall some 22% were active at least once.

Every second line gives: TbPYK inhibitor	Shiga inhibitor	AmpC inh no detg	Pf growth 48h	LmPK inh	Pf growth 96h	CHX counter
> CCOC(=O)CCN(Cc1ccccc1)S(=O)(=O)c1csc(C(N)=O)c1
  -1%&-2%	-4	-2%	18%	5%	-18%	-1
> COc1cc(CN(C)C(C)C(=O)Nc2ccc([N+](=O)[O-])cc2Cl)ccc1OC(F)F (centres undefined)
  -9%	-5	-16%	13µM*	1%	?	-3
> O=C(O)C1CC=CCC1C(=O)NNS(=O)(=O)c1ccccc1 (centres undefined)
  0%	-5	-19%	-8%	-1%	?	-9
> O=[N+]([O-])c1ccc(CSc2ccc(S(=O)(=O)N3CCOCC3)cn2)cc1
  -9%	.	-22%	?	.	?	.
> CCC(CC)NC(=O)CCc1nc2ccccc2c(=O)[nH]1
  2%	-8	-16%	23%	0%	.	-3
> COc1cccc(C(=O)Nc2ccc(NC(=O)C(C)(C)C)cn2)c1
  -5%	41*	-15%	42%[activator]	?	?	12*
> Cc1cc(Cl)c(S(N)(=O)=O)cc1OCC(N)=O
  2%	-6	-17%	4%	-2%	.	-1
> COc1cccc(CNC(=O)CN2C(=O)NC(c3ccccc3)(c3ccccc3)C2=O)c1
  5%	.	-24%	-21%	.	-17%	.
> O=C(NC1CCCC1)C(NS(=O)(=O)c1cccc2nsnc12)c1ccccc1 (centres undefined)
  -2%	-11	-7%	-9%	1%	?	-2
> COc1cc(C(=O)OCC(=O)Nc2c(F)c(F)c(F)c(F)c2F)cc(OC)c1OC
  -4%	-14	14%	14%	-1%	?	-3
> CC(=O)c1c(C)[nH]c(C(=O)NCc2cccs2)c1C
  3%	35	-32%	14%	0%	?	6
> COc1ccc(N2Cc3cccc(C(=O)N4CCOCC4)c3C2=O)cc1
  2%	-2	-9%	.	2%	?	-5
> Cc1ccc(S(=O)(=O)N(C)C2(C)CCS(=O)(=O)C2)cc1 (centres undefined)
  1%	18	-7%	.	2%	-2%	-6
> Cc1c(Br)c(C(F)(F)F)nn1CC(=O)NCCN1CCOCC1
  5%	1	-4%	-12%	1%	-4%	-3
> CCCOc1ccc(C(=O)NNC(=S)NC(=O)c2cccs2)cc1
  -4%	-3	-45%	?	2%	?	-3
> c1ccc(Cn2nnnc2CN2CCOCC2)cc1
  -3%	-24	-16%	49%[activator]	-4%	15%	-1
> COc1ccc([C@H]2CC(=O)C=C(c3cccc(C#N)c3)C2)cc1
  -3%	.	-4%	?	.	-15%	.
> FC(F)(F)c1ccc(Cl)c(NC2=NCCCCC2)c1
  3%	-21	-3%	-6%	4%	-2%	-1
> O=C(c1ccccc1)N1CCN(C(=O)C23CC4CC(CC(C4)C2)C3)CC1
  0%	-4	29%	?	8%	43%	-3
> CCOC(=O)c1sc(=NC(=O)/C=C/c2cccs2)n(C)c1C
  6%	88*	-24%	214%[activator]	5%	7%	45*
> O=C(Nc1ccccc1N1CCCCC1)c1ccc([N+](=O)[O-])o1
  0%	.	-18%	10µM*	.	8.3µM*	.
> Cc1onc(-c2c(F)cccc2Cl)c1C(=O)NCCc1ccc(S(N)(=O)=O)cc1
  -3%	-11	.	12%	1%	?	4
> Cc1ccc(C(CC(=O)N2CCNCC2)c2ccccc2)c(O)c1C (centres undefined)
  -1%	-10	35%	?	-1%	?	-3
> COc1ccccc1C(=O)COC(=O)C1CCN(S(=O)(=O)c2ccc(C)c(C)c2)CC1
  1%	.	-14%	8%	.	17%	.
> [O-]C1=N/[N+](=C/c2ccc(Cl)c(Cl)c2)CC1
  -2%	-4	-11%	.	1%	26%	-2
> COc1cc(NC(=O)c2ccc([N+](=O)[O-])cc2)ccc1NC(=O)C(C)C
  -18%	-14	-13%	70%[activator]	-1%	1%	2
> O=C1N/C(=C/c2ccc(N3CCOCC3)cc2)C(=O)N1Cc1ccc(F)cc1
  2%	12	-13%	-18%	2%	52%[activator]	4
> Cn1c2c(c(=O)n(C)c1=O)CN(CC1CCCO1)CN2 (centres undefined)
  5%	-16	-8%	-7%	3%	.	-7
> NC(=O)c1cc[n+](CC2=C(C(=O)O)N3C(=O)[C@@H](NC(=O)[C@H](c4ccccc4)S(=O)(=O)[O-])[C@@H]3SC2)cc1
  -15%[33.2 µM]	.	.	?	.	?	.
> COCCNC(=O)CN(c1cc(C(F)(F)F)ccc1Cl)S(C)(=O)=O
  -4%	-15	0%	4%	1%	4%	-4

Every second line gives: TbPYK inhibitor	Shiga inhibitor	AmpC inh no detg	Pf growth 48h	LmPK inh	Pf growth 96h	CHX counter
> Cc1ccc(Sc2ncccc2[N+](=O)[O-])cc1
  1%	33	-14%	.	-3%	30%[activator]	7
> CSC1=N/C(=C\c2ccccc2C)C(=O)S1
  4%	11	-12%	10%	10%[11.5 µM]	35%[activator]	-1
> CCN(c1ccccc1)S(=O)(=O)c1cccc(C(=O)Nc2ccc(C)cn2)c1
  -11%	17	-24%	8.3µM*	-11%	9.3µM*	-2
> Cc1cccc(CCN(C(=O)Cc2cccs2)C(C(=O)NC2CCCCC2)c2cccnc2)c1 (centres undefined)
  5%	-13	1%	?	7%	-12%	-4
> O=C(O)c1cccnc1SCc1ccccc1Cl
  -2%	-14	-2%	20%	3%	?	1
> Clc1ccc(-c2csc(N3CCC(c4ccccc4)C3)n2)cc1 (centres undefined)
  -1%	95*	-24%	122%[activator]	3%	94%[activator]	19
> COc1ccccc1-c1ccc(SCc2ccccc2F)nn1
  1%	66*	-40%	86%[activator]	6%	115%[activator]	29*
> Cc1cccc(NC(=O)CSc2nnc(C)c(=O)n2N)c1
  0%	1	-26%	10%	-3%[11.5 µM]	35%[activator]	-2
> CC1CCN(C(=O)c2cc(Cl)ccc2NC(=O)c2ccco2)CC1
  -5%	-5	25%	6%	2%	2.3µM*	-3
> CC(C)n1c(=S)[nH]c2c1c(=O)[nH]c(=O)n2C
  ?	34	-2%	1%	-22%	13%	-5
> CCCNC(=O)COC(=O)c1cc(-c2ccc(OC)cc2)nc2ccccc12
  -14%	14	0%	43%[activator]	5%	81%[activator]	13*
> Cc1cc(C)cc(N(CC(=O)N2CCn3c2nc2ccccc23)S(=O)(=O)c2c(C)noc2C)c1
  -4%	-5	-23%	.	13%	?	-8
> CCOC(=O)/C=C(C)/C=C/CC(C)CCCC(C)C (centres undefined)
  6%	.	.	0%	.	-104%	.
> COc1ccc(NC(=O)CN(C)CC(=O)Nc2cccc3ccccc23)c(OC)c1
  -8%	.	69%[activator]	?	.	-9%	.
> CN(C(=O)CSc1nc2cc(Cl)ccc2c(=O)n1Cc1ccco1)C1CCS(=O)(=O)C1 (centres undefined)
  -13%	1	96%[activator]	-6%	-2%	?	-4
> COC(=O)CCN1CCC(c2cc(-c3cccc(C(F)(F)F)c3)n[nH]2)CC1
  8%	-6	107%[activator]	15%[0.00184 µM]	0%	26%	-3
> COc1cccc(NC(=O)CC(C)=O)c1
  -9%	-3	-20%	7%	2%	-5%	7
> Cc1cc(NC(=S)Nc2ccc(C)c(Cl)c2)n[nH]1
  -11%	133*	-21%	33%[1.15 µM]	-3%	19%	68*
> CC(=O)COC(=O)c1cc(-c2ccc(C)cc2)nc2ccccc12
  3%	18	34%	12%	3%	?	8
> CCc1nnc(NC(=O)Cn2nc(-c3ccc(OC)c(OC)c3)ccc2=O)s1
  8%	-16	-7%	.	-5%	?	-3
> CCc1ccc(S(=O)(=O)NCc2csc(C)n2)cc1
  -3%	-7	-1%	-8%	0%	0%	7
> Cc1cc(N/N=C/c2ccc(N(C)C)cc2)nc(NCc2ccccc2)n1
  1%	15	-22%	?	3%	?	-2
> CN(C)c1nnnn1-c1cccc(Oc2ncc(C(F)(F)F)cc2Cl)c1
  -11%	-4	96%[activator]	-10%	1%	-8%	-3
> Cc1ccn2c(NC(=O)c3ccco3)c(-c3ccccc3)nc2c1
  -2%	-5	-19%	-5%	-3%	4.1µM*	1
> CSc1ccc(Cl)c(C(=O)OCC(=O)N2CCN(c3ccccc3)CC2)c1
  -12%	.	1%	3%	.	18%	.
> Fc1ccccc1Nc1n[nH]c(=S)s1
  ?	69*	-39%	50%[activator]	2%	100%[activator]	26*
> Cc1ccc(-n2nc3c(c2NC(=O)CCC2CCCCC2)CS(=O)C3)cc1 (centres undefined)
  2%	-14	127%[activator]	.	15%	-17%	-4
> CCc1cc2c(SCC#N)ncnc2s1
  -1%	-3	-8%	13%	-3%	29%[1.15 µM]	-3
> CC(c1ccccc1)C1CC(=O)N(C2CCCCC2)C1=O (centres undefined)
  .	-15	1%	.	-1%	-12%	-2
> COc1ccc(-c2nnc(SCC(=O)c3[nH]c(C)c(C(C)=O)c3C)o2)cc1
  0%	-5	-28%	?	2%	-1%	8

Every second line gives: TbPYK inhibitor	Shiga inhibitor	AmpC inh no detg	Pf growth 48h	LmPK inh	Pf growth 96h	CHX counter
> COCCn1nnnc1C(c1ccc(OC)cc1OC)N1CCN(c2ccccc2F)CC1 (centres undefined)
  0%	-18	99%[activator]	?	9%	-28%	-7
> Cc1cc(C)c(C(=O)COC(=O)CCn2c(C)csc2=O)cc1C
  -21%	.	4%	94%[activator]	.	13%	.
> Cn1c(=O)c2c(nc(SC3C(=O)CC(C)(C)CC3=O)n2C)n(C)c1=O
  -1%	7	-11%	24%	6%	12µM*	-5
> CCCCOCCCNC(=O)N[C@H](C(=O)OC)C(C)C
  -1%	-23	-2%	0%	-3%	12%[5.75 µM]	-2
> COc1ccc(OC)c(NC(=O)C2CCC(CNc3c(N4CCC(C)CC4)c(=O)c3=O)CC2)c1 (centres undefined)
  1%	-6	49%	.	-1%	?	-5
> Cc1cccnc1NC(=O)CNC(=O)C12CC3CC(CC(Cl)(C3)C1)C2
  -20%	.	-9%	4%	.	2%	.
> O=C(c1ccc(OC2CCN(CCc3ccccc3)CC2)cc1)N1CCC[C@H]1CO
  6%	1	9%	-16%	2%	?	0
> S=C(NCc1cccs1)Nc1cc(Cl)cc(Cl)c1
  -5%	18	?	?	6%	?	14
> Cc1c(C(=O)NC(C)CN2CCCCC2)oc2ccccc12 (centres undefined)
  -2%	27	-15%	14%	4%	-13%	16
> COC(=O)c1c(C)[nH]c(C)c1-c1ccccc1
  0%	-16	-16%	19%	0%	195%[activator]	-3
> CCOc1cc(NC(=O)C2CC2)c(OCC)cc1NC(=O)c1ccccn1
  2%	-2	-2%	15µM*	12%	.	-1
> Cc1ccccc1S(=O)(=O)Nc1nc2ccccc2nc1Cl
  0%	26	13%	30%[activator]	0%	-5%	2
> O=S(=O)(Nc1cc(Cl)ccc1-n1cncn1)c1cc(Br)ccc1Br
  0%	.	-22%	?	.	-21%	.

Single records, as listed above. Order of values: TbPYK inhibitor | Shiga inhibitor | AmpC inh no detg | Pf growth 48h | LmPK inh | Pf growth 96h | CHX counter
Cc1cccc(CCN(C(=O)Cc2cccs2)C(C(=O)NC2CCCCC2)c2cccnc2)c1 (centres undefined) is listed with 5% | -13 | 1% | ? | 7% | -12% | -4
CCc1cc2c(SCC#N)ncnc2s1 is listed with -1% | -3 | -8% | 13% | -3% | 29%[1.15 µM] | -3

Assay outcomes deposited in PubChem by National Center for Advancing Translational Sciences (NCATS).
